# POLI inh = inhibitors of human DNA polymerase iota; Pol iota fluorescent replication assay, 10 min; Potency, µM (top dose mostly 115 µM), for inactives: top-dose activity, negative = inhibition, hits mostly inhibitors; hit rate 1% among 390,000; AID 588590
# Target sequence (Q9UNA4 whole entry, looked up): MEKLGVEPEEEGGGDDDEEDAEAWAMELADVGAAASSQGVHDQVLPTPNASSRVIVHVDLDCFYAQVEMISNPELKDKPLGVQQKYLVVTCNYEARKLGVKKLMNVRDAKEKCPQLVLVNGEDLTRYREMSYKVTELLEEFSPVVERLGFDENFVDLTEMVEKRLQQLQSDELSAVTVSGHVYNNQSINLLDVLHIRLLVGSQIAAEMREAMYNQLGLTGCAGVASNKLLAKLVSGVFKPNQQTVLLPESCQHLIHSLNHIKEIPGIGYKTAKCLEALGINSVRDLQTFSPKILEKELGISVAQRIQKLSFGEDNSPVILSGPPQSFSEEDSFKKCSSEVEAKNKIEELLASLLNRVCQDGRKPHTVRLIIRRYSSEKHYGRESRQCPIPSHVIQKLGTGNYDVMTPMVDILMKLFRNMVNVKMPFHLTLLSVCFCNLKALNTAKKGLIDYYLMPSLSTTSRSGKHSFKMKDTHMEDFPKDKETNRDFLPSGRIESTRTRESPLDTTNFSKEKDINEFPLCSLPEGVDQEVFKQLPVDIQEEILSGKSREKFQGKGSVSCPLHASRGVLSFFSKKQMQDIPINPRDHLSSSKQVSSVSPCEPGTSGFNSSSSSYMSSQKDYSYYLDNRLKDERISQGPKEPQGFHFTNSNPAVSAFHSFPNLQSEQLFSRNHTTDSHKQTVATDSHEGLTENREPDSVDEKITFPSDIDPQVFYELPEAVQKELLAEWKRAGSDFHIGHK
#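 Fluorescent replication assay read twice, at 0 min and 10 min after adding 50 nM (final) substrate. Enzyme (10 nM) and compounds were first incubated 15 min at room temperature; enzyme-free buffer wells were negative controls.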
# POLK inh = DNA polymerase kappa (human) inhibition; Q9UBT6; purified Pol kappa, fluorescent DNA synthesis assay, 10 min; Potency, µM (doses to about 107 µM), for inactives: top-dose activity, negative = inhibition, most hits filed as inhibitors; hit rate 0.53% among 400,000; AID 588579; further: on the % scale 0 is the no-effect control and ±100 the full control effect
#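 Readout: fluorescence, taken kinetically at 0 and 10 min. Conditions: 10 nM Pol kappa, 15 min RT compound preincubation, 50 nM substrate final. Controls: enzyme-free buffer wells.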
# APEX1 inh = inhibitors of human APE1 endonuclease | Potency, µM (highest dose often 65.8 µM), for the others: at the highest dose activity change, negative = inhibition, most hits filed as inhibitors | hit rate 0.35% among 350,000 | recombinant APE1, TAMRA/BHQ-2 abasic DNA cleavage fluorescence;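 further: plate controls were vehicle for no effect and reference inhibitor for full effect; nearly all actives have a fitted effect of over 55% in size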
#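 Compound pre-exposure to 0.75 nM APE1, 15 min at ambient temperature. Reaction initiated with 50 nM TAMRA/BHQ-2 THF substrate, read immediately in kinetic mode, 525 nm excitation, 598 nm emission.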
# POLH inh = inhibitors of human DNA polymerase eta | hit rate 1.2% among 390,000 | Q9Y253 | Potency, µM (titrated, usually from 114 µM), for inactives: top-dose activity change, negative = inhibition, hits mostly inhibitors | recombinant Pol eta, fluorescent DNA replication assay; further: on the % scale 0 is the no-effect control and ±100 the full control effect
#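 Fluorescent replication assay: 50 nM final substrate added after a 15 min room-temperature compound preincubation with 10 nM enzyme. Signal taken at 0 min and again at 10 min.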
# JMJD2A Tudor = blocks the human JMJD2A Tudor domain; O75164; AlphaScreen JMJD2A-Tudor / H3K4me3 peptide binding; Potency, µM (titrated, usually from 114 µM), for the others: at the top dose activity change, negative = inhibition, usual class: inhibitors; hit rate 4.4% among 390,000; AID 504339; further: on the % scale 0 is the no-effect control and ±100 the full control effect; nearly all actives have a fitted effect of over 50% in size
# POLB inh = inhibitors of human DNA polymerase beta. hit rate 1.3% among 340,000. Pol beta primer extension/strand displacement, fluorescence kinetic. Potency, µM (titrated, usually from 114 µM), for inactives: at the highest dose activity change, negative = inhibition, actives largely listed as inhibitors. P06746; further: on the % scale 0 is the no-effect control and ±100 the full control effect
#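 Pol beta (10 nM) and compounds were preincubated 15 min at room temperature, then 50 nM substrate (final) started primer extension/strand displacement. Reads were taken at 0 and 10 min; concentration-response data were fitted to a four-parameter Hill equation.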
# BAZ2B block = blocks human BAZ2B | AlphaScreen BAZ2B-H3K14Ac peptide displacement | Potency, µM (doses to about 114 µM), inactives show at the highest dose activity change, negative = inhibition, actives largely listed as inhibitors | hit rate 4.4% among 360,000 | AID 504333; further: on the % scale 0 is the no-effect control and ±100 the full control effect; nearly all actives have a fitted effect of over 60% in size
#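 BAZ2B (50 nM) with biotin-H3(5-23)K14Ac peptide (50 nM) in PBS pH 7.4, 0.01% Tween-20, preformed 30 min, then compound 30 min at room temperature; top concentration 110uM. AlphaScreen streptavidin donor/nickel chelate acceptor beads (10 ug/mL final), 20 min dark, signal read.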
# BLM inh = inhibitors of human Bloom syndrome helicase BLM. hit rate 0.2% among 350,000. Potency, µM (top dose mostly 56.1 µM), for the others: at the top dose activity change, negative = inhibition, most hits filed as inhibitors. AID 2528. recombinant BLM DNA unwinding, fluorescence dequenching. P54132;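 further: plate controls were vehicle for no effect and no enzyme for full effect; nearly all actives have a fitted effect of over 35% in size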
# G9a inh = inhibitors of human histone lysine methyltransferase G9a; Q96KQ7; G9a H3K9 monomethylation, AlphaScreen, 2 h; Potency, µM (series often up to 102 µM), for inactives: at the highest dose activity, negative = inhibition, actives largely listed as inhibitors; hit rate 8.8% among 350,000; further: on the % scale 0 is the no-effect control and ±100 the full control effect; nearly all actives have a fitted effect of over 75% in size
# Target sequence (Q96KQ7 913-1193 limits assumed): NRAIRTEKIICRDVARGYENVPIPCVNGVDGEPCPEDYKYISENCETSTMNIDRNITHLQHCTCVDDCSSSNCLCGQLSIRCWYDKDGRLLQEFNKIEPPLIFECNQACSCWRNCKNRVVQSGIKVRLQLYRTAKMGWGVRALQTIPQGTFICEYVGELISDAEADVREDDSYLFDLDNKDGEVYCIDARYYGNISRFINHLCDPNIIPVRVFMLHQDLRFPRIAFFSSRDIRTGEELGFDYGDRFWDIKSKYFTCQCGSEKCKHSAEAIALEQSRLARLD
#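 Step 1: enzyme (final 20 nM) with compound, 15 min RT. Step 2: substrate peptide 500 nM and SAM 20 uM, 2 h RT. Step 3: anti-H3K9me1 antibody and AlphaScreen beads, 10 min, then plate read.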
# Starred values were filed as active, the others as inactive; ? = inconclusive; / = not tested or not shown; & = joins results of further samples; [ ] = dose if it differs, or a comment. The call rests on the fitted dose curve; in most records, active means well fitted curve in the direction sought with a large enough effect; inconclusive means small, poorly fitted or top-dose-only effect, or another doubt; inactive means no such curve, though single readings can be large; an effect the other way counts as inactive or inconclusive. Potency means the concentration at half of the fitted maximal effect. A portion of the library (hit frequency here may not be typical).
SMILES,POLI inh,POLK inh,APEX1 inh,POLH inh,JMJD2A Tudor,POLB inh,BAZ2B block,BLM inh,G9a inh
COc1cc(-c2noc(CCCC(=O)NCc3ccccc3)n2)cc(OC)c1OC,-24%,-2%,5%,-7%,-11%,-2%,-2%,-16%,?
O=C1/C(=C/Nc2cccc([N+](=O)[O-])c2)CCc2ccccc21,10%,1%,0%,-26%,?,0%,?,-14%,?
CCOc1ccc(Cn2c(CNS(=O)(=O)c3ccc(CC)cc3)nc3cccnc32)cc1,5%,-5%[60.1 µM],/,-23%,-25%,12%,-5%,-6%,30%[59 µM]
CC1CCCCC1NC(=O)CCC(=O)N1CCOc2ccc(Cl)cc21 (stereo not given),23%,-13%,7%,-11%,-17%,3%,-12%,2%,/
COc1ccc(C(=O)c2c3ccc(OC)cc3[n+]([O-])n2CCCC(N)=O)cc1,26%,-21%,3%,-4%,-24%,/,5%,/,-5%[2.33 µM]
Cc1cccc(NC(=O)CCN2CCCCC2)c1,82%[activator],-2%,14%,-19%,-5%,-9%,3%,3%,-19%
N#C/C(=C\c1ccc(Sc2ccccc2)o1)c1nc2ccccc2[nH]1,-4%,-30%,?,?,-30%,40µM*,?,-13%,13%[59 µM]
O=C(CN1CCN(S(=O)(=O)c2ccccc2)CC1)Nc1ccccc1C(=O)c1ccccc1,15%,8%,12%,-26%,-28%,1%,5%,0%,-23%
Cc1ccc(N2C(=O)c3cccc4cccc(c34)C2=O)cc1,21%,-3%,2%,0%,-8%[11.4 µM],3%,3%,1%,2%
O=C(CN(Cc1ccc(Cl)cc1)C(=O)CNS(=O)(=O)c1ccccc1)NCC1CCCO1 (stereo not given),66%[activator],6%,72%[activator],-19%,-18%,11%,-15%,1%,5%
COc1ccc(C(=O)NCC(=O)NCC(=O)OCC(=O)c2ccc(C)cc2)cc1,13%,-16%,37%,-8%,1%,-16%,-11%,-7%,-11%
O=C1Nc2ccccc2C1=Nc1ccccc1-c1ccccc1,?,?,/,-19%,?,/,/,/,/
CCN(c1ccccc1)S(=O)(=O)c1ccc(C(=O)Nc2ccccn2)cc1,-12%,-3%,6%,-15%,-9%,/,1%,/,-30%[0.501 µM]
CS(=O)(=O)N1CCC2(CC1)CN(c1ccncc1)C2,/,-6%[60.1 µM],4%,/,/,/,/,6%,47%[12.7 µM]
COc1ccc(OC)c(C2C/C(=N/O)C(C)C(c3cc(OC)ccc3OC)N2)c1 (stereo not given),?,-16%,/,-6%,-9%,/,/,/,/
CCCc1nc2scc(-c3ccccc3)c2c(=O)n1N,2%[58.9 µM],-6%,12%,-10%,9%,-4%,0%,-4%,17%[12.7 µM]
COc1cc(/C=C/C(C)=O)cc(OC)c1OC,?,4%,-1%,9%,-10%[11.4 µM],0%,3%,-1%,-2%
COc1ccc(-c2nc(CN(CC3CCC(=O)N3)C(C)C)c(C)o2)c(C)c1C (stereo not given),86%[activator],-5%,15%,-27%,-23%,-26%,8%,-8%,14%
COc1cccc(NC(=O)CN(C)C(C)C(=O)NC(C)c2ccc(Cl)cc2Cl)c1 (stereo not given),29%,-2%,7%,-25%,-14%,/,-2%,/,28µM*
CCc1nnc(NC(=O)CSc2ncnc3scc(-c4ccc(C)cc4)c23)s1,14%,4%,0%,-23%,-9%,-8%,-4%[57.1 µM],-4%,17%
CCc1cc2ccc(C)cc2nc1SCC(=O)NNC(=O)c1ccco1,14%,-3%[60.1 µM],-4%,-21%,-10%,0%,1%,-2%,24%[59 µM]
Cc1onc(C(=O)NN)c1-c1csc(COc2ccc(Cl)cc2)n1,176%[activator],-9%,2%,-21%,9%,4%,0%,-10%,2%
CC(C)Sc1nc2c([nH]1)c(=N)ncn2Cc1ccccc1,-3%,-8%,-2%,1%,-8%,-14%,-9%,-4%,/
c1ccc2sc(NN=C3CCCCCC3)nc2c1,25%,-4%,-3%,-6%,-5%,-25%,-34%,-11%,45%
Cc1ccccc1NNC(=O)C(=O)NNc1ccccc1C,-1%,-5%,-6%,6%,18µM*,-25%,50µM*,1%,?
# Remaining list, next part
SMILES,POLI inh,POLK inh,APEX1 inh,POLH inh,JMJD2A Tudor,POLB inh,BAZ2B block,BLM inh,G9a inh
O=C(COC(=O)CCCSc1nc2ccccc2[nH]1)Nc1cccc(F)c1,115%[activator],-14%,7%,-4%,-1%,1%[57.1 µM],-3%,-5%,-19%
O=C1NN=C(c2ccccc2)CC1c1c[nH]c2ccccc12 (stereo not given),-13%,11%,7%,-21%,-18%,-18%,-27%,-4%,?
Cc1cccc(OCC(=O)Nc2ccccc2-c2ccccc2)c1,33%[activator],-10%,-5%,-6%,90%[activator],4%,73%[activator],-6%,11%[59 µM]
Cc1cc(C)cc(NC(=S)N2CCC(NC(=O)C3CC3)CC2)c1,27%,-8%,18%,9%,-10%,12%,-7%,-1%,-9%
O=C(Nc1ccc(S(=O)(=O)Nc2ccnn2-c2ccccc2)cc1)C(F)(F)F,?,7%,-15%,-13%,1%,47%,0%,-4%,14%[2.33 µM]
Cc1nc(SCCOc2ccccc2F)[nH]c(=O)c1Cc1ccccc1,38%&17%[activator],5%&-21%,15%,-13%,1%&-2%,12%&-13%,-7%&-3%,-2%&0%,20%
COc1ccccc1NC(=O)Cn1nc(-c2ccc(Cl)cc2)c2ccccc2c1=O,-5%,-24%,-1%,0%,0%,-3%,5%,-3%,10µM*
CCOC(=O)C1CCN(C2=C(NS(=O)(=O)c3ccc(Br)cc3)C(=O)c3ccccc3C2=O)CC1,?,-12%,36%,-17%,7.9µM*,-19%,5.6µM*,-11%,8.9µM*
O=C(Nc1nc2c(cc3c4c(cccc42)CC3)s1)c1ccccc1Cl,-4%,-3%,2%,-15%,4%,-13%,4%,-6%,60%[activator][59 µM]
COCCN(Cc1cn[nH]c1-c1ccc2cc(OC)ccc2c1)C(C)C,165%[activator],-3%,4%,-18%,-15%,-2%,-6%,-2%,/
Cc1cccc(N=C2CSC(=O)N2)c1,135%[activator],-1%,-1%,1%,-8%,2%,-7%,-7%,6%
COc1cc(CCC(=O)O)on1,-5%,-8%,2%,-10%,-2%,7%,-6%,0%,6%
N[C@@H](C(=O)O)c1ccc(O)c(C(=O)O)c1,?,1%,?,/,-24%,/,/,4%&1%,/
CC1CCCC(NC(=O)CSc2ncccn2)C1C (stereo not given),-4%,-11%,1%,-18%,-6%,/,0%,/,57%[activator][2.33 µM]
O=C(Oc1cccc(Nc2ncnc3ccccc23)c1)c1ccccc1Cl,-7%,-22%,-6%,2%,-14%,?,7%,-7%,-8%
COc1ccc(/C(O)=C2/C(=O)C(=O)N(CC3CCCO3)C2c2cccc(OC)c2)cc1 (stereo not given),13%,-5%[60.1 µM],-3%,-13%,-34%,8%,-13%,-15%,-35%[59 µM]
CCc1nnc(NC(=O)c2ccc(S(=O)(=O)N3CCN(Cc4ccccc4)CC3)cc2)s1,1%,-5%,-1%,-7%,-30%,12%,0%,0%,-24%[59 µM]
COc1ccc(SCCN2CCN(CCc3ccccc3)CCC2=O)cc1,?,16%,-1%,/,255%[activator],/,/,-2%,/
O=C1C(=O)N(CC(=O)N2CCCC2)c2ccccc21,68%[activator],-7%,-6%,-13%,1%,-2%,-12%,-1%,-21%
O=C(Cc1ccc(Br)cc1)Nc1ccccc1Cl,16%,-5%,5%,-18%,-10%[57.1 µM],-2%,10%,0%,-5%[59 µM]
Cc1cc(Nc2ccccc2)nc(-c2ccccc2O)n1,-15%,-11%,9%,?,29%,12%,42%[activator],-13%,65%[activator][59 µM]
Cc1nc2ccc(NS(=O)(=O)c3ccc(F)c(F)c3)cc2s1,?,-10%,-9%,-2%,-4%,/,-1%,/,-4%[12.7 µM]
Cc1ccc(C(=O)Nc2ccc(N3CCCCC3)cc2)cc1,4%,-3%,-3%&8%,-2%,-20%,/,/,/,/
CCOC(=O)N1CCN(C(=O)c2ccc(S(=O)(=O)c3ccc(C)cc3)c(NC(C)=O)c2)CC1,2%,-9%,0%,10%,-8%,4%,-34%,-1%,29%[0.501 µM]
O=C(Nc1ccc2c(c1)nc1n2CCN(C2CCCCC2)C1)NC1CCCCC1,/,/,-8%,/,/,14%,-30%,-5%,?
COc1ccc(C(=O)N2CCC3(CCCN(Cc4nccs4)C3)CC2)cc1,/,-13%[60.1 µM],-3%,/,/,/,/,1%,1%[12.7 µM]
Cc1ccc(/C=C2\C(=O)ON=C2c2ccccc2)o1,64%[activator],-1%,8%,-4%,-34%,27%,-20%,-6%,-13%

# Arranged by molecular weight (low to high): part of the list above
SMILES,POLI inh,POLK inh,APEX1 inh,POLH inh,JMJD2A Tudor,POLB inh,BAZ2B block,BLM inh,G9a inh
Cc1cccc(N=C2CSC(=O)N2)c1,135%[activator],-1%,-1%,1%,-8%,2%,-7%,-7%,6%
N[C@@H](C(=O)O)c1ccc(O)c(C(=O)O)c1,?,1%,?,/,-24%,/,/,4%&1%,/
O=C1C(=O)N(CC(=O)N2CCCC2)c2ccccc21,68%[activator],-7%,-6%,-13%,1%,-2%,-12%,-1%,-21%
O=C1NN=C(c2ccccc2)CC1c1c[nH]c2ccccc12 (stereo not given),-13%,11%,7%,-21%,-18%,-18%,-27%,-4%,?
Cc1ccc(C(=O)Nc2ccc(N3CCCCC3)cc2)cc1,4%,-3%,-3%&8%,-2%,-20%,/,/,/,/
O=C(Nc1nc2c(cc3c4c(cccc42)CC3)s1)c1ccccc1Cl,-4%,-3%,2%,-15%,4%,-13%,4%,-6%,60%[activator][59 µM]
Cc1nc(SCCOc2ccccc2F)[nH]c(=O)c1Cc1ccccc1,38%&17%[activator],5%&-21%,15%,-13%,1%&-2%,12%&-13%,-7%&-3%,-2%&0%,20%
O=C(Oc1cccc(Nc2ncnc3ccccc23)c1)c1ccccc1Cl,-7%,-22%,-6%,2%,-14%,?,7%,-7%,-8%
COc1ccc(SCCN2CCN(CCc3ccccc3)CCC2=O)cc1,?,16%,-1%,/,255%[activator],/,/,-2%,/
COc1ccccc1NC(=O)Cn1nc(-c2ccc(Cl)cc2)c2ccccc2c1=O,-5%,-24%,-1%,0%,0%,-3%,5%,-3%,10µM*

# High-throughput results as filed in PubChem BioAssay.
